TEAD-YAP inh – TEAD-YAP interaction inhibition. inhibition, % at 9.12 µM. HEK-TIYL cells, TEAD-Gal4/YAP UAS-luciferase luminescence. actives 1.4% (n = 640,000); in the data active = inhibition above about 32%;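 also: 0% = median of test compound wells and 100% = reference inhibitor wells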
MITF primary – inhibitors of human MITF. actives 0.91% (n = 650,000). AID 1259374. O75030. inhibition, % at 2.6 µM. AlphaScreen MITF homodimerization, bead proximity signal; in the data active = inhibition above about 50%;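 also: 0% = vehicle wells with protein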
Target sequence (O75030 whole entry, looked up): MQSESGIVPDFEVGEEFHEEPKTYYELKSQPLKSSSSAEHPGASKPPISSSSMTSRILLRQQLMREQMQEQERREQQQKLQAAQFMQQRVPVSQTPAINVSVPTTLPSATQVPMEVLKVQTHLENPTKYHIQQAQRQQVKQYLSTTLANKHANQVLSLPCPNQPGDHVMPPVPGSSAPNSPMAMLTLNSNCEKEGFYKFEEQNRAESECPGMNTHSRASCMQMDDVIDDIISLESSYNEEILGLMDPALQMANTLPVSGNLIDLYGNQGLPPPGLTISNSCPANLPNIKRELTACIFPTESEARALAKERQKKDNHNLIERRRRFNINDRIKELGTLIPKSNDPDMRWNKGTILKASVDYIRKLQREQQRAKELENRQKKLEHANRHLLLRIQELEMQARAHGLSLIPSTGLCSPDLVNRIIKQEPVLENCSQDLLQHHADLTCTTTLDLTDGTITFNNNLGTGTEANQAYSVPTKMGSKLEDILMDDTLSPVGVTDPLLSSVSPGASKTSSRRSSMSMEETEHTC
FBW7 act – activators of human E3 ligase FBW7. Q969H0. AID 1259310. normalized activity (activation), % at 26.1 µM. AlphaScreen FBW7–phospho-cyclin E peptide binding, activator screen. actives 0.13% (n = 650,000); in the data active = normalized activity above about 1.9%;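 also: purified mutant Fbw7 with reduced substrate affinity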
GPR151 ag – activators of human GPR151. activation, % at 11.2 µM. Q8TDV0. PathHunter beta-arrestin GPR151 cells, luminescence. actives 1% (n = 650,000); in the data active = activation above about 4.9%;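 also: 0% = median of compound wells and 100% = cells with positive control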
Target sequence (Q8TDV0 whole entry, looked up): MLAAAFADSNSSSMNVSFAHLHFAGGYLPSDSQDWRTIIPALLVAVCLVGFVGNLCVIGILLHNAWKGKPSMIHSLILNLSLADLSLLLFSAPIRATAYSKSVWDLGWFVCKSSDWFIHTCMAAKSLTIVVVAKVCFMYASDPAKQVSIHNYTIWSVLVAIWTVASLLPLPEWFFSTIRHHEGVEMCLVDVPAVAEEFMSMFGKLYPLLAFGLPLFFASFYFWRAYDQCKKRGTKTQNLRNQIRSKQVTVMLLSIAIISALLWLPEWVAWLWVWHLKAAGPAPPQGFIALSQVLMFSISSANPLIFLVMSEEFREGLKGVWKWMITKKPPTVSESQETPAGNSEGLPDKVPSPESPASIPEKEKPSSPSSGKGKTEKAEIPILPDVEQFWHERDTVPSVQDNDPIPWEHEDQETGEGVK
* marks the source's active call; other numbers are inactive results.

SMILES	TEAD-YAP inh	MITF primary	FBW7 act	GPR151 ag
COc1ccc(OC)c(NC(=O)C(=O)NN=C2CCC(C(C)(C)C)CC2)c1 (centres undefined)	1	-1	0.9	-1.0
COc1cccc(CN(CCCN2CCN(C)CC2)C(=O)Nc2ccc(-c3cn[nH]c3)cc2OC)c1	2	6	0.0	-1.6
C=CCn1c(-c2ccccc2)nn(CCC#N)c1=S	12	-2	0.2	0.2
COC(=O)Cn1nnc2c(cnn2-c2ccc(F)cc2)c1=O	-20	-4	0.2	4.5
COc1ccc(CCNC(=O)c2cncc(-c3csc4ccccc34)c2)cc1	0	2	0.0	0.5
Cc1cc(OCC(=O)NNC(=O)c2ccc(C(C)(C)C)cc2)cc(C)c1Cl	-2	-4	0.1	4.5
CC(=O)N/N=C/c1ccc2c(c1)OCO2	4	-13	0.0	-1.0
CN(C)c1cccc(Nc2nc(Nc3ccccc3)c3[nH]cnc3n2)c1	2	10	-0.2	-1.6
O=C(O)c1ccoc1CN1CCOCC1	0	-4	0.0	0.8
O=C1CCCN1CCCNc1nc(Nc2ccc(N3CCOCC3)cc2)nc2c1ncn2Cc1ccc(C(F)(F)F)cc1	-5	-3	-0.2	1.5
O=C(NC1CC1)c1ccc2nc(Nc3ccccc3)sc2c1	-42	9	0.0	-1.9
CCOC(=O)CC1NCCc2c1[nH]c1ccc(OC)cc21 (centres undefined)	4	9	0.3	-1.3
CNC(=O)COc1ccc(Nc2nnc(-c3ccccc3)c3ccccc23)cc1	-15	-15	0.0	-0.5
CC(=O)c1ccc(-c2ccc(C(=O)N(C)CCN(C)C)c(N(C)C)n2)s1	-33	8	-0.1	0.2
COc1ccc(C(=O)N2CCN(c3ccccc3)CC2)cc1[N+](=O)[O-]	11	10	0.0	-1.6

Brought forward from above: 2 compounds, followed by the next part.
SMILES	TEAD-YAP inh	MITF primary	FBW7 act	GPR151 ag
CC(=O)c1ccc(-c2ccc(C(=O)N(C)CCN(C)C)c(N(C)C)n2)s1	-33	8	-0.1	0.2
COc1ccc(C(=O)N2CCN(c3ccccc3)CC2)cc1[N+](=O)[O-]	11	10	0.0	-1.6
O=C1C2C(C(=O)N1CC13CC4CC(CC(C4)C1)C3)C1C=CC2C12CC2 (centres undefined)	-1	-1	-0.1	-1.0
CC12CC(NC(=O)N1c1cccc(C(=O)N3CCCC3)c1)c1cc(Cl)ccc1O2 (centres undefined)	3	0	-0.2	0.5
CC(=O)c1ccc(N=Cc2nc(-c3ccc([N+](=O)[O-])cc3)oc2O)cc1	0	-7	0.8	-0.4
COc1ccc(C2CC(c3cccs3)=NN2C(=O)CSc2nnc(CNC(=O)c3ccccc3OC)n2Cc2ccccc2)cc1 (centres undefined)	-8	9	0.0	-0.3
C/C(=C\c1ccccc1)CN1CCC(C(=O)N2CCCC(C)C2)CC1 (centres undefined)	10	32	0.1	-0.7
CN(CC1CCCCO1)C1CCN(c2ccc(CC(=O)N3CCCC3)cc2)CC1 (centres undefined)	-3	11	0.5	-1.2
COc1cc2nc3c(C#N)cc4cc5ccccc5nc4n3c(=O)c2cc1OC	6	15	0.4	-1.0
CCCNc1cc(N2CCOCC2)ncn1	1	12	0.1	1.0
COC(=O)C1=CN(Cc2ccc(OC)c(OC)c2)C=C(C(=O)OC)C1c1cc(Br)c(O)c(OC)c1	-1	-5	-0.1	-1.4
Cc1ncsc1C(=O)N1CCCCC1c1nc2ccccc2[nH]1 (centres undefined)	-5	3	-0.1	-0.7
O=C(Nc1ccc(Br)cn1)c1ccc(-c2cccc([N+](=O)[O-])c2)o1	0	11	0.0	-1.2
CC(C)C(=O)Nc1ccc(C(=O)NNC(=S)NC(=O)c2ccccc2[N+](=O)[O-])cc1	10	-3	-0.2	1.4
CSc1cccc(NC(=O)N[C@H]2C[C@H]3C(=O)N[C@@H](CO)C(=O)N3C2)c1	-2	14	0.8	-1.3
CCC(=O)Nc1ccc(NC(=O)CSc2nc(N)cc(N)n2)cc1C	3	9	0.1	-0.4
COc1ccc(-c2n[nH]c(=S)n2-c2cc(OC)ccc2OC)cc1	7	2	0.0	1.1
COC(=O)c1cc(S(=O)(=O)Nc2cc(C)ccc2C)cn1C	7	11	0.6	-0.2
COc1cccc(C2CC(c3cccs3)=NN2C(=O)CSc2nnc(CNC(=O)c3cccc(F)c3)n2-c2cccc(C)c2)c1OC (centres undefined)	12	0	-0.1	3.0
N#C/C(=C\c1cn(-c2ccccc2)nc1-c1ccccc1)C(N)=O	-9	-7	-0.1	1.8
N#Cc1c(N2C(=O)C3C4c5ccccc5C(c5ccccc54)C3C2=O)sc2c1CCCC2 (centres undefined)	2	-9	-0.1	0.9
COc1ccc(C2CC(=O)C3=C(C2)NC(C)=C(C(=O)OC2CCCC2)C3c2ccc3c(c2)OCO3)cc1 (centres undefined)	6	-2	0.2	1.0
Cc1ccc(NC(=O)C2CC(=O)N(CCc3ccccc3)C(=Nc3ccccc3)S2)c(C)c1 (centres undefined)	9	3	0.0	-0.3
Cc1ccc(-c2csc(NC(=O)CSCC(=O)N3CC(C)CC(C)C3)n2)cc1 (centres undefined)	3	-1	-0.1	-0.9
CCn1c(=O)c2c(nc(SCC(=O)OC3CCCCC3)n2C)n(C)c1=O	-4	3	0.3	-0.1
CCOc1ccc(N(CC(=O)NC(C)(C)C)S(=O)(=O)c2ccc(C)cc2)cc1	1	8	-0.1	-0.1
Cc1ccnc(N2CCC(C(=O)Nc3ccc(OCc4ccccc4)cc3)CC2)n1	-7	32	0.0	-0.5
Cc1ccc(C(C)NC(=O)c2cccnc2)cc1C (centres undefined)	6	-10	0.0	-1.5
N=C1N=C2C=CC(Br)=CN2Cc2ccccc21	-54	5	-0.1	-2.5
COc1ccc(S(=O)(=O)NC2CC2)cc1Cl	9	17	0.5	-1.5
COc1cc(/C=C2/C(=N)N3OC(C)=CC3=NC2=O)ccc1OCc1ccccc1	-26	-9	-0.1	-0.4
COc1ccc(/C=N/Nc2nc3ccccc3c(=O)[nH]2)cc1	-37	8	-0.1	-3.0
CCCNS(=O)(=O)c1ccc2c(c1)OCC(=O)N2	4	-3	-0.1	-0.6
O=C(c1ccc(S(=O)(=O)N2CCCCC2)cc1)N1CCN(c2ccccc2)CC1	0	5	0.1	-0.9
CN(C)C(=O)CN(c1ccc(F)c(Cl)c1)S(C)(=O)=O	-1	-7	-0.1	-0.7
CC(C)N(Cc1cnn(C)c1)Cc1nc(-c2ccccn2)no1	6	2	0.0	1.7
Cc1cc2nc(-c3cccc(NC(=O)c4ccc(Cl)cc4Cl)c3C)oc2cc1C	-3	15	0.2	0.9
Cc1ccc2c(c1)N(CC(=O)NCc1ccco1)C(=O)C(C)O2 (centres undefined)	-2	24	-0.1	-1.2
CC(=O)N1CCN(CCN=CC2=C(O)CC(C)(C)CC2=O)CC1	-1	-3	0.1	1.2
COc1ccc(CCNC(=O)COc2ccc3ccccc3c2)cc1OC	-9	1	0.1	0.2
C=CCN(CC=C)C(=O)C(C)(C)Oc1ccc(Cl)cc1	12	0	0.2	0.1
Cc1cc(=O)oc2cc(OCC(=O)N3CCCc4ccccc43)c([N+](=O)[O-])cc12	0	17	0.0	0.8
COc1cccc(NC(=O)NCCCN2CCN(c3cccc(Cl)c3)CC2)c1	12	-3	-0.1	-0.2
O=C(/C=C/c1cccs1)c1ccc(S(=O)(=O)N2CCCC2)cc1	-14	16	0.7	0.2
CSc1ccc(CC(=O)N2CCc3nnc(CNC(=O)C4CCOC4)n3CC2)cc1 (centres undefined)	-10	-4	0.3	-0.1
O=C(Nc1ccc2c(c1)OCCO2)c1ccccc1-c1ccccc1	-4	-13	0.1	-0.8
C=CCC1(CC=C)CCCN1C(=O)CC1C(=O)NCCN1CC1CCCCC1 (centres undefined)	8	11	-0.1	1.3
Cc1ccc(C(=O)NC(=S)Nc2cc(-c3nc4ncccc4o3)ccc2C)cc1C	-2	9	-0.1	1.4
c1ccc(Oc2ccc(Nc3nc(Nc4ncccn4)nc4c3ncn4-c3ccsc3)cc2)cc1	-3	1	-0.2	2.5
O=C1NC(=O)N(c2ccc([N+](=O)[O-])cc2)C(=O)/C1=C/c1ccc(O)c(Br)c1	8	3	0.0	-1.0
CCOC(=O)c1[nH]c(COC(C)=O)c(CC)c1CC	12	10	0.0	1.2
COc1cc(C(=O)Nc2nc(-c3cccs3)cs2)cc(OC)c1OC	9	4	-0.1	2.0
CCc1noc(C)c1C(=O)OC(C)C(=O)Nc1c(C)n(C)n(-c2ccccc2)c1=O (centres undefined)	-2	5	0.2	1.5
COc1ccc(N2CC(O)=C(c3nc(-c4ccccc4)cs3)C2=N)cc1	-7	4	0.0	-0.7
Cc1c(Cl)cccc1NC(=O)c1cc(-c2cccnc2)on1	-7	1	-0.1	-0.1
CC1=C2C(O)C(=O)OC3CC4C(C)(C)C(=O)C=C[C@]4(C)C(CC1)[C@]23C (some centres undefined)	-6	-3	0.0	6.0*
COc1ccc(C)cc1NC(=O)CN(c1ccc(Cl)cc1)S(C)(=O)=O	11	-10	0.2	1.7
COc1ccc(CNS(=O)(=O)c2ccc(F)c(C(=O)Nc3ccc(C)c(C)c3)c2)cc1	1	-336	0.1	0.7
COc1ccc(OC)c(NC(=S)Nc2ccc(C)cn2)c1	-7	24	0.0	0.9
Cc1ccc(NS(=O)(=O)c2ccc(Cl)c(C(=O)Nc3ccccc3[N+](=O)[O-])c2)cc1	2	3	-0.1	-1.5
CCOC(=O)c1oc2ccccc2c1NC(=O)COc1ccccc1C	7	20	0.1	-0.3
C=C(C)CNNC(=S)NCC(=C)C	3	-1	0.0	0.0

Next part:
SMILES	TEAD-YAP inh	MITF primary	FBW7 act	GPR151 ag
C[C@@H]1NC(=O)[C@@H]2C[C@H](NC(=O)c3ccccc3)CN2C1=O	-21	5	0.9	-1.5
CCOC(=O)N/N=C(\C)CCc1ccccc1	-16	-3	0.1	-0.2
COc1ccc(-c2nc3ccc(C(=O)NC4CCCC4)cc3nc2-c2ccc(OC)c(OC)c2)cc1OC	-5	-6	0.2	3.5
CCOC(=O)N1CCN(Cc2nc3c(c(=O)[nH]c(=O)n3C)n2Cc2cccc(C)c2)CC1	-7	5	0.1	0.2
O=C(COc1ccc(F)cc1)NC1CC1	-2	8	-0.1	-2.7
CCOc1ccccc1NC(=O)c1ccc(N(C)S(=O)(=O)c2ccccc2)cc1	8	11	0.9	0.2
O=S(=O)(Nc1ccc(Br)cc1)c1ccc(NS(=O)(=O)c2ccc3c(c2)OCCO3)cc1	2	20	-0.1	2.8
Cc1ccc2c(c1)N(CC(=O)N1CCCc3ccccc31)C(=O)C(C)O2 (centres undefined)	0	2	0.0	2.1
CCOc1cccc(CN2CCN(C3CCN(C(C)C)CC3)C(CCO)C2)c1O (centres undefined)	7	5	0.0	-1.1
O=S(=O)(Nc1nccnc1-c1ccc(CO)cc1)c1ccc(Oc2ccccc2)cc1	12	1	-0.1	0.0
Cc1nc2sccn2c(=O)c1[N+](=O)[O-]	-4	11	0.2	-1.5
CCOc1cccc2cc(C(=O)OC)c(=O)oc12	-3	-4	0.1	-0.1
O=C(/C=C\Nc1cccc(Br)c1)c1ccccc1	-54	15	0.1	1.5
COCCn1nnnc1C(c1cccs1)N1CCC(Cc2ccccc2)CC1 (centres undefined)	2	2	0.1	1.0
Cc1ccc2c3c(cccc13)-c1ccccc1C2=O	-31	7	-0.1	1.4
O=C(CSc1ncccn1)N1CCCC(c2[nH]ncc2-c2ccccc2)C1 (centres undefined)	8	10	0.0	-1.4
COc1ccc(NC(=O)NCCN2CCCC2)cc1	-4	-12	-0.2	-1.1
O=C(NCc1ccccn1)c1cc2c(=O)oc3ccccc3c2s1	-28	11	0.2	0.1
N#Cc1c(NC(=O)c2ccc(Cl)c(S(=O)(=O)N3CCOCC3)c2)sc2c1CCCC2	-8	-7	-0.2	1.2
COc1ccc(C2(O)CCN(Cc3nnnn3Cc3ccc(F)cc3)CC2)cc1	6	12	0.7	-1.0
COc1ccc(C(CC(=O)O)NC(=O)Cc2ccccc2)cc1OC (centres undefined)	-6	-3	-0.1	-0.4
Cc1cc(C)c(S(=O)(=O)N2CCCC(C(=O)O)C2)c(C)c1 (centres undefined)	2	7	0.2	0.4
CCN1CCCc2cc(CCNC(=O)Nc3ccc(OC)c(OC)c3)ccc21	5	4	-0.5	0.5
Cc1ccc(-c2nc(CC(=O)O)cs2)cc1	-6	-2	-0.1	1.0

A run of entries from the list above, as a working copy:
SMILES	TEAD-YAP inh	MITF primary	FBW7 act	GPR151 ag
CCOc1cccc(CN2CCN(C3CCN(C(C)C)CC3)C(CCO)C2)c1O (centres undefined)	7	5	0.0	-1.1
O=S(=O)(Nc1nccnc1-c1ccc(CO)cc1)c1ccc(Oc2ccccc2)cc1	12	1	-0.1	0.0
Cc1nc2sccn2c(=O)c1[N+](=O)[O-]	-4	11	0.2	-1.5
CCOc1cccc2cc(C(=O)OC)c(=O)oc12	-3	-4	0.1	-0.1
O=C(/C=C\Nc1cccc(Br)c1)c1ccccc1	-54	15	0.1	1.5
COCCn1nnnc1C(c1cccs1)N1CCC(Cc2ccccc2)CC1 (centres undefined)	2	2	0.1	1.0
Cc1ccc2c3c(cccc13)-c1ccccc1C2=O	-31	7	-0.1	1.4
O=C(CSc1ncccn1)N1CCCC(c2[nH]ncc2-c2ccccc2)C1 (centres undefined)	8	10	0.0	-1.4
COc1ccc(NC(=O)NCCN2CCCC2)cc1	-4	-12	-0.2	-1.1
O=C(NCc1ccccn1)c1cc2c(=O)oc3ccccc3c2s1	-28	11	0.2	0.1
N#Cc1c(NC(=O)c2ccc(Cl)c(S(=O)(=O)N3CCOCC3)c2)sc2c1CCCC2	-8	-7	-0.2	1.2
COc1ccc(C2(O)CCN(Cc3nnnn3Cc3ccc(F)cc3)CC2)cc1	6	12	0.7	-1.0
COc1ccc(C(CC(=O)O)NC(=O)Cc2ccccc2)cc1OC (centres undefined)	-6	-3	-0.1	-0.4

Assay outcomes deposited in PubChem BioAssay by The Scripps Research Institute Molecular Screening Center.
